C diff growth: blocks growth of Clostridium difficile | growth activity, negative = inhibition, % at 16 µg/mL (by protocol) | Clostridium difficile clinical isolate growth, OD600, 24 h; hits give low values | AID 1259249 | 0.25% of 86,000 active;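 active = mean growth activity at or below -80% and every replicate also at or below -80%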;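 note: 0% = DMSO wells and -100% = levofloxacin 16 µg/mL wells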
Pf Dd2 growth: blocks growth of Plasmodium falciparum Dd2 parasites; P. falciparum Dd2 growth, SYBR Green, 72 h; hits give low values; activity change, % at 10 µM; 2.3% of 94,000 active; in the data active = activity change below about -80%
KDM4C inh: inhibitors of human demethylase GASC-1 KDM4C; 0.15% of 96,000 active; GST-KDM4C 2-372, H3K9me3 peptide, LANCE TR-FRET; inhibition, % at 12.5 µM;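 active = mean replicate inhibition above about 25%, with at least 55% of replicates also reaching it, limit read from the data, passing the limit was not always enough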
Target sequence (Q9H3R0 2-372 limits assumed): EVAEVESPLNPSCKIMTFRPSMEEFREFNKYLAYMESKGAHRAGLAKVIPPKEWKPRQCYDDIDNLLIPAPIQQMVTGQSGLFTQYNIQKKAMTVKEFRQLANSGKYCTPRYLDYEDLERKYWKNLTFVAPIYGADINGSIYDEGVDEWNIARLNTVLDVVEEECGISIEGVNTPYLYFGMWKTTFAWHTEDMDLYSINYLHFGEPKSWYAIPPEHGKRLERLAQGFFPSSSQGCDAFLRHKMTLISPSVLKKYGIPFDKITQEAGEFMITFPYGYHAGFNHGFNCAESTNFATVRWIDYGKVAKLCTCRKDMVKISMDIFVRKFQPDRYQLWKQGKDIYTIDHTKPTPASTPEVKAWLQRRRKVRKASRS
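Assay system: GST-GASC-1 enzyme fragment 2-372 | Amount: 10 nM enzyme | Medium: HEPES buffer, pH 7.5, plus ascorbate | Reagent: H3K9me3 peptide substrate, Fe(II), 2-oxoglutarate | Doses: Single-point compound screen | Incubation: 30 min demethylation and 1 h detection at room temperature | Measured by: LANCE TR-FRET, excitation 340 nm, emissions 618 and 671 nm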
Tcruzi prolif: T. cruzi proliferation inhibition | T. cruzi beta-gal in NIH3T3, GalScreen luminescence, 90 h | inhibition, % at 8.34 µM | 5.9% of 77,000 active;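 active = mean inhibition above about 93%, with at least 55% of replicates each passing it, limit read from the data, passing the limit was not always enough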
Starred values were filed as active, the others as inactive; & = joins results of further samples. The order is random. About 6.7% of those tested had a hit in this group.

What do the screens show for `COc1cccc(S(=O)(=O)N(C)C[C@@H]2Oc3ncc(/C=C/c4ccccc4)cc3C(=O)N([C@H](C)CO)C[C@@H]2C)c1`?
C diff growth: -2; Pf Dd2 growth: -58; KDM4C inh: -1.4; Tcruzi prolif: 106*

Results for CCCC#Cc1cnc2c(c1)C(=O)N([C@@H](C)CO)C[C@H](C)[C@H](CN(C)C(=O)c1ccc(F)cc1)O2 ?
C diff growth: -6; Pf Dd2 growth: -18; KDM4C inh: 3.1; Tcruzi prolif: 30

Results for C[C@@H]1CCCCO[C@H](CN(C)C(=O)c2ccncc2)[C@@H](C)CN([C@@H](C)CO)C(=O)c2cc(NC(=O)CCC(F)(F)F)ccc2O1 ?
C diff growth: 8; Pf Dd2 growth: -22; KDM4C inh: 1.3; Tcruzi prolif: 13

What do the screens show for `CCCC(=O)Nc1ccc2c(c1)OC[C@H](C)N(CCC)C[C@H](C)[C@@H](OC)CN(C)C2=O`?
C diff growth: -2; Pf Dd2 growth: -7; KDM4C inh: -0.2; Tcruzi prolif: 10

What do the screens show for `O=C(C[C@@H]1C[C@H]2c3cc(NC(=O)c4ccc5c(c4)OCO5)ccc3O[C@H]2[C@H](CO)O1)NCc1ccc(Oc2ccccc2)cc1`?
C diff growth: -12; Pf Dd2 growth: -29; KDM4C inh: -1.9; Tcruzi prolif: 113*

What do the screens show for `COCC(=O)Nc1ccc2c(c1)C(=O)N(C)C[C@@H](OC)[C@H](C)CN(Cc1cc(F)ccc1F)[C@H](C)CO2`?
Pf Dd2 growth: -7; KDM4C inh: 0.0; Tcruzi prolif: 26

How did CCC(=O)Nc1ccc2c(c1)C(=O)N(C)[C@@H]1CC[C@H](CC(=O)NCCCN(C)C)O[C@H]1CO2 do in these assays?
C diff growth: -7; Pf Dd2 growth: -8; KDM4C inh: 2.0; Tcruzi prolif: 25

How did C[C@@H]1CN([C@@H](C)CO)S(=O)(=O)c2ccc(C3=CCCCC3)cc2O[C@H]1CN(C)C(=O)Nc1ccc2c(c1)OCO2 do in these assays?
C diff growth: -3; Pf Dd2 growth: -4; KDM4C inh: -1.5

What do the screens show for `COCC(=O)Nc1ccc2c(c1)C(=O)N(C)[C@@H]1CC[C@@H](CC(=O)NC3CCCC3)O[C@@H]1CO2`?
C diff growth: -4; Pf Dd2 growth: -3; KDM4C inh: 0.1; Tcruzi prolif: 5

How did CO[C@@H]1CN(C)C(=O)c2ccc(NC(=O)C3CCC3)cc2OC[C@@H](C)N(C)C[C@@H]1C do in these assays?
KDM4C inh: -0.2; Tcruzi prolif: -24

Results for N#C[C@@H]1[C@H](c2ccc(C3=CCCCC3)cc2)[C@H](CO)N1C(=O)CN1CCOCC1 ?
C diff growth: -2; Pf Dd2 growth: 9; KDM4C inh: 0.8; Tcruzi prolif: 22

Results for O=C(C1CCOCC1)N1C[C@@H]2[C@H](c3ccccc31)[C@@H](CO)N2C(=O)Nc1ccccc1F ?
C diff growth: 9; Pf Dd2 growth: 1; KDM4C inh: -4.5; Tcruzi prolif: 61

Overlap with the part before: four entries, followed by the next part.
What do the screens show for `COCC(=O)Nc1ccc2c(c1)C(=O)N(C)[C@@H]1CC[C@@H](CC(=O)NC3CCCC3)O[C@@H]1CO2`?
C diff growth: -4; Pf Dd2 growth: -3; KDM4C inh: 0.1; Tcruzi prolif: 5

How did CO[C@@H]1CN(C)C(=O)c2ccc(NC(=O)C3CCC3)cc2OC[C@@H](C)N(C)C[C@@H]1C do in these assays?
KDM4C inh: -0.2; Tcruzi prolif: -24

Results for N#C[C@@H]1[C@H](c2ccc(C3=CCCCC3)cc2)[C@H](CO)N1C(=O)CN1CCOCC1 ?
C diff growth: -2; Pf Dd2 growth: 9; KDM4C inh: 0.8; Tcruzi prolif: 22

Results for O=C(C1CCOCC1)N1C[C@@H]2[C@H](c3ccccc31)[C@@H](CO)N2C(=O)Nc1ccccc1F ?
C diff growth: 9; Pf Dd2 growth: 1; KDM4C inh: -4.5; Tcruzi prolif: 61

How did COc1cccc(C(=O)Nc2ccc3c(c2)C(=O)N(C)C[C@H](OC)[C@H](C)CN(CC2CC2)[C@@H](C)CO3)c1 do in these assays?
Pf Dd2 growth: 4; KDM4C inh: -1.9; Tcruzi prolif: 19

What do the screens show for `CC(C)CC#Cc1cnc2c(c1)C(=O)N([C@H](C)CO)C[C@@H](C)[C@@H](CN(C)C(=O)Nc1ccccc1F)O2`?
C diff growth: 0; Pf Dd2 growth: -18; KDM4C inh: -2.1; Tcruzi prolif: 57

How did O=C(Cc1ccccc1)N[C@@H]1CC[C@H](CC(=O)N2CCCCC2)O[C@@H]1CO do in these assays?
C diff growth: 3; Pf Dd2 growth: 6; KDM4C inh: 0.0; Tcruzi prolif: 26

Results for COC(=O)C[C@H]1C[C@@H]2c3cc(NC(=O)CN(C)C)ccc3O[C@@H]2[C@@H](CO)O1 ?
C diff growth: 3; Pf Dd2 growth: 20; Tcruzi prolif: 73

How did N#Cc1cccc(-c2ccc(C3[C@H]4CNC[C@@H]3N4C(=O)Nc3ccc(Cl)cc3)cc2)c1 (some centres not stated) do in these assays?
C diff growth: 48&9; Pf Dd2 growth: 10&2; KDM4C inh: 0.3

What do the screens show for `Cn1cnc(S(=O)(=O)N2C[C@@H]3N[C@H](C2)C3c2ccc(-c3ccccc3F)cc2)c1` (some centres not stated)?
C diff growth: -14&-7; Pf Dd2 growth: -19&-78; KDM4C inh: 7.2&0.1

What do the screens show for `C[C@@H]1CN([C@H](C)CO)C(=O)c2cc(NS(=O)(=O)c3ccc(F)cc3)ccc2O[C@@H](C)CCCCO[C@H]1CN(C)Cc1ccccc1`?
C diff growth: -1; Pf Dd2 growth: -44; KDM4C inh: 0.2; Tcruzi prolif: 74

How did CNC[C@@H]1Oc2c(NC(=O)C3CCCCC3)cccc2C(=O)N([C@H](C)CO)C[C@H]1C do in these assays?
C diff growth: -1; Pf Dd2 growth: -5; KDM4C inh: -0.1; Tcruzi prolif: 8

How did N#C[C@H]1N[C@H](CO)[C@@H]1c1ccc(-c2ccccc2F)cc1 do in these assays?
C diff growth: 5; Pf Dd2 growth: -4; KDM4C inh: -2.3; Tcruzi prolif: 43

What do the screens show for `Cc1ccc(S(=O)(=O)NCC[C@@H]2CC[C@@H](NC(=O)CC3CC3)[C@H](CO)O2)cc1`?
Pf Dd2 growth: 1; KDM4C inh: -1.2; Tcruzi prolif: -16

Results for C[C@H](CO)N1C[C@H](C)[C@H](CN(C)C)Oc2cc(C#CC3CCCC3)ccc2S1(=O)=O ?
C diff growth: -1; Pf Dd2 growth: -22; KDM4C inh: 0.7; Tcruzi prolif: -169

What do the screens show for `CCN1[C@@H]2c3ccc(-c4ccncc4)c(=O)n3C[C@@H]2[C@@H](CO)[C@@H]1C(=O)NCCc1cn(C)cn1`?
C diff growth: -1; Pf Dd2 growth: 10; KDM4C inh: 0.6; Tcruzi prolif: -13

How did CC(C)CC#Cc1cnc2c(c1)C(=O)N([C@@H](C)CO)C[C@H](C)[C@@H](CN(C)C(=O)c1ccccc1)O2 do in these assays?
C diff growth: -2; Pf Dd2 growth: -28; KDM4C inh: -2.5; Tcruzi prolif: 66

Results for O=C(C[C@@H]1CC[C@H]2[C@@H](COC[C@@H](O)CN2Cc2cc(F)cc(F)c2)O1)Nc1nccs1 ?
C diff growth: 7&-3; Pf Dd2 growth: -33; KDM4C inh: -0.8; Tcruzi prolif: 68

What do the screens show for `CNC(=O)C[C@H]1CC[C@@H]2[C@@H](COc3ccc(NC(=O)Nc4ccc(Cl)cc4)cc3C(=O)N2C)O1`?
C diff growth: -3; Pf Dd2 growth: 6; KDM4C inh: 0.2; Tcruzi prolif: 10

Results for C[C@@H]1CN([C@H](C)CO)S(=O)(=O)c2ccc(C3=CCCCC3)cc2O[C@H]1CN(C)Cc1ccccn1 ?
C diff growth: -14; Pf Dd2 growth: -39; KDM4C inh: -0.2; Tcruzi prolif: -34

What do the screens show for `CC(C)NC(=O)Nc1ccc2c(c1)C(=O)N([C@@H](C)CO)C[C@@H](C)[C@H](CN(C)S(=O)(=O)c1cccs1)O2`?
C diff growth: 5; Pf Dd2 growth: -8; KDM4C inh: 0.3; Tcruzi prolif: -1

What do the screens show for `N#C[C@@H]1[C@@H](c2ccccc2-c2ccc(F)cc2)[C@@H](CO)N1c1ncc(-c2ccccc2)s1`?
C diff growth: -9; Pf Dd2 growth: 26; KDM4C inh: -3.4

How did C/C=C/c1cnc2c(c1)C(=O)N([C@@H](C)CO)C[C@@H](C)[C@@H](CN(C)C(=O)Nc1ccc(F)cc1)O2 do in these assays?
C diff growth: 16; Pf Dd2 growth: -13; KDM4C inh: 1.4

Results for CCCNC(=O)N1[C@H](C#N)[C@@H](c2ccc(C#Cc3cccc(F)c3)cc2)[C@@H]1CO ?
C diff growth: 1; Pf Dd2 growth: -54; KDM4C inh: -2.5; Tcruzi prolif: 100*

How did CN1c2ccc(-c3cccc(F)c3)cc2[C@H]2[C@H](CCN2C(=O)c2cccc(F)c2)[C@@H]1CO do in these assays?
C diff growth: 10; Pf Dd2 growth: -64; KDM4C inh: -1.3

How did O=C(Nc1ccc(F)cc1)N1C[C@@H]2[C@H](c3ccccc31)[C@H](CO)N2C(=O)c1ccccc1F do in these assays?
C diff growth: -5; Pf Dd2 growth: -8; KDM4C inh: 1.2; Tcruzi prolif: 14

What do the screens show for `CC(=O)N1[C@H](CO)[C@H](c2ccc(-c3ccc(C#N)cc3)cc2)C12CN(C(=O)C1CC1)C2`?
C diff growth: -3; Pf Dd2 growth: -11; KDM4C inh: -1.1

Results for C[C@H]1CN([C@@H](C)CO)C(=O)c2cc(NC(=O)Nc3ccccc3)ccc2O[C@H]1CN(C)S(=O)(=O)c1cccs1 ?
C diff growth: 1; Pf Dd2 growth: -12; KDM4C inh: 3.3; Tcruzi prolif: 9

What do the screens show for `C[C@H]1CN([C@@H](C)CO)C(=O)c2cccc(NC(=O)C3CCOCC3)c2O[C@@H]1CN(C)Cc1ccc(C(=O)Nc2ccccc2N)cc1`?
C diff growth: 4; Pf Dd2 growth: -33; KDM4C inh: -1.4

How did CCS(=O)(=O)Nc1ccc2c(c1)C(=O)N(C)C[C@@H](OC)[C@@H](C)CN(C(=O)CN(C)C)[C@@H](C)CO2 do in these assays?
C diff growth: -4; Pf Dd2 growth: 3; KDM4C inh: 3.1; Tcruzi prolif: 7

Results for OC[C@H]1[C@@H](c2ccc(C#Cc3ccccc3F)cc2)[C@H]2CN(Cc3cncnc3)CCCCN21 ?
C diff growth: -7; Pf Dd2 growth: -10; KDM4C inh: 1.3; Tcruzi prolif: 30

How did C[C@H](NC(=O)C[C@H]1C=C[C@H](NC(=O)C2CCC2)[C@H](CO)O1)c1ccccc1 do in these assays?
Pf Dd2 growth: 10; KDM4C inh: -2.1; Tcruzi prolif: -38

What do the screens show for `O=C(O)[C@H]1[C@H](CO)[C@H]2Cn3c(ccc(C4=CCCCC4)c3=O)[C@H]2N1C(=O)c1ccccc1F`?
C diff growth: 0; Pf Dd2 growth: 15; KDM4C inh: -1.1; Tcruzi prolif: 56

How did COc1cccc(-c2ccccc2[C@@H]2[C@H](C#N)N(C(=O)c3ccccn3)[C@H]2CO)c1 do in these assays?
C diff growth: 1; Pf Dd2 growth: 11; KDM4C inh: -0.8

What do the screens show for `CC(C)CC#Cc1cnc2c(c1)C(=O)N([C@@H](C)CO)C[C@H](C)[C@@H](CN(C)C(=O)C1CCCCC1)O2`?
C diff growth: 0; Pf Dd2 growth: -34; KDM4C inh: -0.9; Tcruzi prolif: 122

How did CCCNC(=O)N1[C@H](CO)[C@H](c2ccccc2-c2ccc(F)cc2)[C@@H]1C#N do in these assays?
C diff growth: -6; Pf Dd2 growth: -56; KDM4C inh: -1.3

Results for CC(C)NC(=O)N(C)C[C@@H]1Oc2cc(-c3ccccc3F)ccc2S(=O)(=O)N([C@@H](C)CO)C[C@@H]1C ?
C diff growth: -11; KDM4C inh: -1.3; Tcruzi prolif: -5

What do the screens show for `CN(C)C(=O)C[C@H]1C[C@H]2c3cc(NC(=O)c4cccnc4)ccc3O[C@H]2[C@@H](CO)O1`?
C diff growth: -4; Pf Dd2 growth: 9; KDM4C inh: 3.5; Tcruzi prolif: -2

Results for CN(C)CCCNC(=O)C[C@H]1CC[C@@H](NC(=O)Cc2cccnc2)[C@H](CO)O1 ?
Pf Dd2 growth: 13; KDM4C inh: 4.3; Tcruzi prolif: 87

How did C[C@@H]1CCCCO[C@@H](CN(C)C)[C@H](C)CN([C@H](C)CO)C(=O)c2cc(N(C)C)ccc2O1 do in these assays?
C diff growth: -2; Pf Dd2 growth: -3; KDM4C inh: 1.2; Tcruzi prolif: 14

What do the screens show for `C/C=C/c1ccc([C@H]2[C@@H](CNC(=O)c3ccccn3)N(C(C)=O)[C@H]2CO)cc1`?
C diff growth: 1; Pf Dd2 growth: -15; KDM4C inh: 0.6; Tcruzi prolif: 18

A stretch taken from the entries so far, as a working copy:
What do the screens show for `COc1cccc(S(=O)(=O)N(C)C[C@@H]2Oc3ncc(/C=C/c4ccccc4)cc3C(=O)N([C@H](C)CO)C[C@@H]2C)c1`?
C diff growth: -2; Pf Dd2 growth: -58; KDM4C inh: -1.4; Tcruzi prolif: 106*

Results for CCCC#Cc1cnc2c(c1)C(=O)N([C@@H](C)CO)C[C@H](C)[C@H](CN(C)C(=O)c1ccc(F)cc1)O2 ?
C diff growth: -6; Pf Dd2 growth: -18; KDM4C inh: 3.1; Tcruzi prolif: 30
